From PubChem
CSN inh: inhibitors of human CSN-mediated cullin deneddylation | Q92905 | Purified CSN, SCF-Nedd8-OG deneddylation, fluorescence polarization | inhibition, % at 12.5 µM | actives 0.38% (n = 360,000);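 active = pattern-corrected inhibition above about 35%, with an unprinted fluorescence ratio check between 0.5 and 1.5, limit read from the data, passing the limit was not always enough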;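 also: 0% = enzyme with substrate and 100% = substrate without enzyme; some results filed as inactive read as strong as hits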
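test system = HEK293T-derived human Csn5 enzyme | amount = 0.24 nM Csn5 enzyme, final concentration | medium = Tris/NaCl/DTT buffer, pH 7.5 | schedule = 90 min reaction at room temperature | signal = FP | evaluation = inhibition of Csn5 cleavage, % | compound dosing = single dose of 12.5 µM compound with 0.25% DMSO | probe or stimulus = 10 nM SCFSkp2-Nedd8OG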
SUMO1 PPI mod: SUMO1-SIM interaction modulation; SUMO1 binding to a labelled peptide, TR-FRET, 1 h; inhibition, % at 20 µM; actives 0.33% (n = 360,000); in the data active = inhibition above about 37%
Target sequence (P63165 whole entry, looked up): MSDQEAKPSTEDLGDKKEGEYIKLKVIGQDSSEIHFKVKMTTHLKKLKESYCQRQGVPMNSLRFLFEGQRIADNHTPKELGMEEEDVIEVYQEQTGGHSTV
LMPTP inh: LMPTP (human) inhibition. P24666. recombinant LMPTP-A, OMFP fluorogenic substrate, fluorescence intensity. inhibition, % at 20 µM. actives 0.22% (n = 360,000). AID 651560;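 active = compounds that cut the enzyme signal by at least half of the control window in the single-dose screen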;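 also: plate controls were DMSO wells with enzyme plus substrate for no effect and substrate without enzyme for full effect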
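Assay system: LMPTP-A enzyme. Input: 0.625 nM LMPTP-A final. Probe or stimulus: 400 µM OMFP. Compound dosing: single 20 µM dose. Schedule: 50 min dark incubation at room temperature. Detection: fluorescence intensity of OMFP turnover product. Read-out: percent inhibition versus substrate-only and uninhibited controls. Benchmarks: no-enzyme low control, uninhibited high control.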
PABP1 MLLE inh: inhibitors of microRNA-mediated deadenylation, human PABP1 MLLE binding; P11940; GST-MLLE / FITC-PAM2 fluorescence polarization; inhibition, % at 20 µM; actives 0.36% (n = 360,000); in the data active = inhibition above about 35%, passing the limit was not always enough;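 also: plate controls were DMSO wells with GST-MLLE for no effect and wells lacking GST-MLLE protein for full effect; some results filed as inactive read as strong as hits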
Target sequence (P11940 whole entry, looked up): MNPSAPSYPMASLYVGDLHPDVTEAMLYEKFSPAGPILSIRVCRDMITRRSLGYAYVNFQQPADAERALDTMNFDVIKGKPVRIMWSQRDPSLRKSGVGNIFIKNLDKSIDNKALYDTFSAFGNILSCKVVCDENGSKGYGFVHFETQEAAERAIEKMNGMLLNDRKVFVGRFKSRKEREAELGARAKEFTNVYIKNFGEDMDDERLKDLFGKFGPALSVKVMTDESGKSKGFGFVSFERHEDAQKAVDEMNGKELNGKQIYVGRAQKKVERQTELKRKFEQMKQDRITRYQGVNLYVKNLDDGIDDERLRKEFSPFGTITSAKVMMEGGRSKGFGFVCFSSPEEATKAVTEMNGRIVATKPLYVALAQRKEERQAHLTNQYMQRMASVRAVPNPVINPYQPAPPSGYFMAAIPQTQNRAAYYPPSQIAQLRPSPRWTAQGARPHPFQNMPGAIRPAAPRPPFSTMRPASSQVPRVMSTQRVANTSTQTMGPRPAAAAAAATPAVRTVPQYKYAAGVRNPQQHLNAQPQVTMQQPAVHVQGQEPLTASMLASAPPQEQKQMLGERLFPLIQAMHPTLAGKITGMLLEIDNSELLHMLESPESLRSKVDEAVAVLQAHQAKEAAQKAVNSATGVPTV
STEP block: blocks human striatal-enriched tyrosine phosphatase; P54829; recombinant STEP, OMFP fluorogenic substrate, fluorescence; inhibition, % at 20 µM; actives 0.25% (n = 360,000);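 active = inhibition at 20 µM, scaled per plate between control wells, above about 37%, limit read from the data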;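 also: 0% = DMSO with enzyme and substrate and 100% = substrate only without enzyme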
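System: STEP phosphatase, cell-free reaction; Buffer or medium: Bis-Tris pH 6.0 buffer with DTT, detergent; Incubation: 20 min at room temperature, dark; Measured by: fluorescence, 480/540 nm.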
TbMetRS inhib: Trypanosoma brucei MetRS inhibition. purified T. brucei MetRS, ATP depletion, Kinase-Glo luminescence. inhibition, % at 11.9 µM. actives 0.4% (n = 360,000);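 active = inhibition above a per-plate cutoff of the control wells' mean inhibition plus 3 SD, cut at about 5.5% in these data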;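 also: 0% = DMSO wells median and 100% = median of wells with control inhibitor compound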
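Test system – parasite MetRS enzyme · Reagent – substrates ATP, L-methionine and bulk Escherichia coli tRNA · Doses – 11.9 µM compound single dose, 0.9% DMSO · Times – 15 min enzyme-compound preincubation, 2 h reaction, 10 min detection, 25 °C · Signal – Kinase-Glo luminescence, ATP depletion format · Controls – DMSO-only wells as low control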
Scp1 inh: blocks human Scp-1 phosphatase activity. Q9GZU7. Recombinant Scp1, phosphopeptide, malachite green phosphate absorbance. inhibition, % at 20 µM. actives 0.88% (n = 340,000). AID 493091;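 active = inhibition above about 50% at 20 µM, limit read from the data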;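 also: plate controls were DMSO wells with enzyme for no effect and wells lacking enzyme for full effect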
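Test system – truncated SCP-1 phosphatase (76-261aa) · Reagent – Phosphorylated 17-residue peptide substrate · Incubation – 45 min room-temperature reaction, 5 min colour, 30 min stabiliser · Detection – colorimetric phosphate reagent with accelerator and stabiliser, absorbance at 630 nm · Measure – % inhibition at 20 µM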
NadD block: inhibitors of Staphylococcus aureus NadD; purified NadD enzyme, colorimetric absorbance read-out; inhibition, % at 20 µM; actives 0.78% (n = 360,000); in the data active = inhibition above about 26%; also: some compounds past the cut are filed as inactive
Rpn11 block: inhibitors of human proteasome Rpn11; human 26S proteasome, Ub4-pepOG fluorescence polarization; 20S core pre-blocked with epoxomicin; AID 588493; actives 0.59% (n = 360,000); calls only at 20 µM; O00487;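 active = inhibition at 20 µM, scaled to each plate's controls, above about 33%, limit read from the data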
Target sequence (O00487 whole entry, looked up): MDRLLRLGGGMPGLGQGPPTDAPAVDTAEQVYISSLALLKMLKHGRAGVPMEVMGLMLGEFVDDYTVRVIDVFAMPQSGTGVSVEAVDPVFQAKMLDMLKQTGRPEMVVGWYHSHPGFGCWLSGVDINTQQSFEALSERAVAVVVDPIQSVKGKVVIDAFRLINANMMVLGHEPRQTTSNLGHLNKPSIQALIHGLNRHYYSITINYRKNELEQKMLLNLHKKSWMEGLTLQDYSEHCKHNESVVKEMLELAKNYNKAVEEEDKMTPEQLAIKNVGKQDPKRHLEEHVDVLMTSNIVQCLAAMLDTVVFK
DNMT1 block: blocks human DNA methyltransferase DNMT1. inhibition (reported as % activation of signal), % at 10 µM. P26358. actives 0.83% (n = 360,000). AID 588458. DNMT1 molecular beacon, Hinp1I cleavage, fluorescence; in the data active = inhibition above about 50%
Starred values were filed as active, the others as inactive; i = inactive; x = not tested or not shown.

SMILES | CSN inh | SUMO1 PPI mod | LMPTP inh | PABP1 MLLE inh | STEP block | TbMetRS inhib | Scp1 inh | NadD block | Rpn11 block | DNMT1 block
O=S(=O)(c1cccs1)n1cnc2ccccc21 | -1 | -3 | -2.4 | -2 | 2 | -2.2 | 0 | 5 | i | 0
Cc1ccc(N(CC(=O)N=Nc2c(O)[nH]c3ccccc23)S(C)(=O)=O)c(C)c1 | 1 | -15 | 1.7 | -11 | -1 | -0.1 | -6 | 2 | i | -4
Cc1ccc2nc3n(c2c1)CCCN3 | 3 | 3 | 2.7 | -13 | -1 | 0.6 | 9 | 0 | i | 1
CCOC(=O)Nc1ccc2c(c1)N(C(=O)CCN(C)C)c1ccccc1CC2 | 0 | 2 | 5.8 | -16 | -8 | -1.4 | 9 | -4 | i | 0
Cc1cc(C)cc(OCC(O)CN2CCN(C(=O)c3ccco3)CC2)c1 (stereo not drawn) | -1 | 0 | -1.8 | 8 | -3 | -1.1 | 10 | -7 | i | 2
c1ccc2c(c1)Cn1nc(Cc3nc4c(s3)CCCC4)nc1-2 | 2 | -18 | 0.7 | 12 | -1 | -0.1 | 4 | 10 | i | -2
COc1ccc(NC(=O)CN(C)C(=O)c2cccc(NS(=O)(=O)c3ccc(Br)cc3)c2)cc1 | -1 | 4 | 0.8 | -2 | -3 | -0.2 | 15 | 1 | i | 0
O=C1NC2C3CC(c4ccccc43)C12 (stereo not drawn) | -2 | 11 | -0.4 | 12 | 4 | 0.2 | x | 2 | i | -2
Cc1ccc(S(=O)(=O)N(C(=O)c2ccncc2)c2ccc(OC(=O)c3ccncc3)cc2)c(C)c1 | -5 | 3 | 0.2 | -1 | 6 | 0.6 | -1 | -1 | i | -2
O=C(CC(c1ccccc1)c1ccccc1)Nc1ccc(Cl)cn1 | 0 | -6 | 0.2 | 8 | -1 | -0.2 | -3 | 3 | i | -2
CCc1ccc(NC(=O)CN2CCN(c3ccc(OC)cc3)CC2)cc1 | 1 | 1 | -0.2 | -10 | 1 | -0.8 | -7 | -5 | i | 0
COc1ccc(NC(=O)N/C=C/c2ccco2)cc1 | 5 | 7 | 0.0 | -16 | -6 | 0.1 | 1 | 1 | i | 3
CC(C)(C)c1ccc(NC(=O)Cn2cnc3cc([N+](=O)[O-])ccc3c2=O)cc1 | -11 | -7 | -13 | -29 | -1 | 0.5 | -6 | 10 | i | -1
COc1cc2c(cc1OC)CN(C(=O)Cc1ccc(OC)c(S(=O)(=O)N3CCOCC3)c1)CC2 | 4 | 0 | 0.2 | -24 | -2 | 0.1 | -4 | 1 | i | 3
CCN(CC)S(=O)(=O)c1cccc(NC(=O)CSc2nc3ccccc3[nH]2)c1 | -2 | 5 | -0.6 | -25 | 0 | 2.2 | -1 | 1 | i | 1
Cc1ccc(-c2c(C(=O)O)c(C(=O)O)c3n2CCC3)cc1 | 0 | 5 | -1.6 | 0 | -3 | -0.5 | -3 | 0 | i | 4
COc1ccccc1OC(C)c1nnc(SCC(=O)Nc2c(C)n(C)n(-c3ccccc3)c2=O)n1-c1ccccc1 (stereo not drawn) | 6 | -4 | -0.5 | 3 | 0 | -0.3 | -3 | -1 | i | -5
CC(C)(C)OC(=O)N1CCC(c2c(C(=O)N3CCN(C4CCCCC4)CC3)cnn2-c2ccc(F)cc2)CC1 | 2 | 3 | -0.1 | 1 | 0 | -0.1 | -1 | -4 | i | 0
CNC(=O)CS(=O)(=O)CC(=O)Nc1cc(OC(C)C)c(Cl)cc1Cl | -1 | -3 | 1.0 | -6 | -2 | -0.2 | 1 | -7 | i | -5
CN1CCN(S(=O)(=O)c2cc(Cl)c(Cl)cc2Cl)CC1 | 3 | -1 | 0.9 | -12 | 0 | 0.3 | -4 | -3 | i | -2
O=C(NNCc1ccccc1)c1ccccn1 | -2 | 0 | -1.0 | -2 | -1 | -0.5 | 1 | -2 | i | 3
CS(=O)(=O)N(CC(=O)N1CCOCC1)Cc1ccc(Cl)cc1 | -1 | -2 | -2.4 | 9 | 6 | -1.1 | -3 | 0 | i | 2
CCOC(=O)N1CCN(C(=S)NC2CCCC2)CC1 | -2 | 0 | 0.6 | -120 | -3 | -1.1 | -4 | 4 | i | 1
COc1ccc(-n2ncc3c(N(C)C4CCCCC4)ncnc32)cc1 | -2 | 4 | 2.6 | -3 | 2 | 0.5 | -7 | 0 | i | -7
O=C(Cc1ccc(Cl)cc1)Nc1ccccc1C(=O)N1CCCCC1 | 1 | -1 | -2.0 | -7 | -2 | -0.3 | 1 | 3 | i | -2

At a glance, some entries already given.
SMILES | CSN inh | SUMO1 PPI mod | LMPTP inh | PABP1 MLLE inh | STEP block | TbMetRS inhib | Scp1 inh | NadD block | Rpn11 block | DNMT1 block
CCOC(=O)N1CCN(C(=S)NC2CCCC2)CC1 | -2 | 0 | 0.6 | -120 | -3 | -1.1 | -4 | 4 | i | 1
COc1ccc(-n2ncc3c(N(C)C4CCCCC4)ncnc32)cc1 | -2 | 4 | 2.6 | -3 | 2 | 0.5 | -7 | 0 | i | -7
O=C(Cc1ccc(Cl)cc1)Nc1ccccc1C(=O)N1CCCCC1 | 1 | -1 | -2.0 | -7 | -2 | -0.3 | 1 | 3 | i | -2

An excerpt from above, showing only DNMT1 block, LMPTP inh and TbMetRS inhib.
molecule | DNMT1 block | LMPTP inh | TbMetRS inhib
Cc1ccc(N(CC(=O)N=Nc2c(O)[nH]c3ccccc23)S(C)(=O)=O)c(C)c1 | -4 | 1.7 | -0.1
Cc1ccc2nc3n(c2c1)CCCN3 | 1 | 2.7 | 0.6
CCOC(=O)Nc1ccc2c(c1)N(C(=O)CCN(C)C)c1ccccc1CC2 | 0 | 5.8 | -1.4
Cc1cc(C)cc(OCC(O)CN2CCN(C(=O)c3ccco3)CC2)c1 (stereo not drawn) | 2 | -1.8 | -1.1
c1ccc2c(c1)Cn1nc(Cc3nc4c(s3)CCCC4)nc1-2 | -2 | 0.7 | -0.1
COc1ccc(NC(=O)CN(C)C(=O)c2cccc(NS(=O)(=O)c3ccc(Br)cc3)c2)cc1 | 0 | 0.8 | -0.2

More compounds follow:
SMILES | CSN inh | SUMO1 PPI mod | LMPTP inh | PABP1 MLLE inh | STEP block | TbMetRS inhib | Scp1 inh | NadD block | Rpn11 block | DNMT1 block
Cc1cc(C)cc(OCCNC(=O)C2CCN(S(=O)(=O)c3ccccc3)CC2)c1 | -1 | 1 | 0.1 | -11 | 0 | -0.4 | -10 | -1 | i | -1
CCc1nc(N2CCN(C(=O)c3ccccc3)CC2)c(C#N)c2c1COC(C)(C)C2 | -3 | 7 | -0.6 | 6 | -6 | -1.7 | 4 | 6 | i | 3
Cn1c(=O)c2c(nc(SCCCC#N)n2Cc2ccccc2F)n(C)c1=O | -3 | 0 | 1.4 | -6 | -1 | -0.7 | 0 | -3 | i | 3
COc1cc(NC(=O)c2cc(-c3ccco3)on2)cc(OC)c1OC | -1 | -6 | 1.6 | -10 | 0 | -0.1 | -6 | -2 | i | -7
Cn1nccc1C(=O)N1CCCC(C(=O)c2ccc(C(F)(F)F)cc2)C1 (stereo not drawn) | -2 | 1 | 0.0 | 13 | 1 | 0.0 | -11 | -9 | i | 3
CCN1CCN(c2ccc(S(=O)(=O)N3CCOCC3)cc2NC(=O)c2ccccc2OC(F)F)CC1 | -2 | 3 | -1.1 | -8 | -2 | -0.4 | 4 | 1 | i | 0
CCOc1ccc(N(C)S(=O)(=O)c2cc(-c3cc(C)no3)ccc2CC)cc1 | 0 | 2 | 4.6 | -2 | 3 | 0.2 | -15 | 2 | i | -2
C=CS(=O)(=O)c1c2cc(OC)ccc2nc2ccc(OC)cc12 | -7 | -12 | 1.3 | 86 | 1 | 0.2 | -3 | -1 | i | 7
CCN(CC)c1ccc(S(=O)(=O)N2CCOCC2)cc1NC(=O)COC(=O)c1cccnc1SC | 0 | 0 | 3.0 | -5 | 3 | -0.1 | -3 | 7 | i | 0
CCOC(=O)N1CCN(C(=O)c2oc3ccc(S(=O)(=O)N4CC(C)CC(C)C4)cc3c2C)CC1 (stereo not drawn) | -1 | 0 | 0.0 | -3 | 2 | -0.7 | -6 | -6 | i | -3
CN1CCc2c(sc(NC(=O)c3cc(Cl)sc3Cl)c2C(N)=O)C1 | 5 | -5 | -0.5 | -19 | 3 | 0.2 | -8 | -6 | i | 6
COC(=O)C(C)C1Sc2ccccc2NC1=O (stereo not drawn) | -2 | 1 | 0.7 | -7 | -2 | -0.2 | -5 | 6 | i | -9
CCCCNC(=O)COC(=O)c1cc(C)oc1C | 6 | 1 | 1.6 | 1 | -2 | -1.0 | 9 | 16 | i | -1
O=S(=O)(NCC1(N2CCOCC2)CCCCC1)c1ccc(F)cc1 | 2 | -1 | -3.4 | 18 | -4 | -0.5 | -2 | -1 | i | 2
C=CCOc1c(Br)cc(CNn2c(C)n[nH]c2=S)cc1OCC | -5 | -1 | -55 | -12 | 0 | 0.0 | -12 | 0 | i | 0
CC1CCCCN1C(=O)CSc1nnc(-c2cccnc2)o1 (stereo not drawn) | 6 | 1 | -0.7 | -15 | -1 | -0.6 | -3 | -6 | i | 1
Cc1cccc(-c2nc(CS(=O)CC(=O)NC3CCCC3)c(C)o2)c1 (stereo not drawn) | -8 | 3 | -0.7 | 11 | -6 | -1.3 | 2 | -1 | i | 6
COCn1c(COc2ccc3ccccc3c2)nc2ccccc21 | -1 | -1 | 1.7 | 4 | 6 | -0.7 | 0 | -3 | i | -12
CCC/C=C1/CCCOC(C(=O)NCc2ccccc2)(C(F)(F)F)C1 (stereo not drawn) | 1 | 4 | 1.0 | 7 | 3 | -0.3 | -6 | -1 | i | 5
COc1cccc(OCC(=O)Nc2ccccc2C(=O)Nc2ccc(C(=O)O)cc2)c1 | 4 | -1 | 0.3 | -6 | 1 | -0.1 | -4 | -1 | i | 0
O=C(O)c1cccc(Cn2c(Cl)c(/C=N/NC(=O)c3cccc(O)c3)sc2=O)c1 | 0 | -4 | 0.6 | -76 | 0 | 0.2 | -5 | -4 | i | -1
